# Tau FP inhib: tau fibrillization inhibition (FP) | P10636 | K18 P301L tau heparin fibrillization, Alexa594 FP, 6 h | 280,000 tested, 0.39% active | Potency, µM (top dose mostly 57.7 µM), inactives show top-dose activity, negative = inhibition, usual class: inhibitors | AID 1468; further: potency means the concentration at half of the fitted maximal effect; on the % scale 0 is the no-effect control and ±100 the full control effect; nearly all actives have a fitted effect of over 55% in size
# Target sequence (P10636 561-689 P618L limits assumed): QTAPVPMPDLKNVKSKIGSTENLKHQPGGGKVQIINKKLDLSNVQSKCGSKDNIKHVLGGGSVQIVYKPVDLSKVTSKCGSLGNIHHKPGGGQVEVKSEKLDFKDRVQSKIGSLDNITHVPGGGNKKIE
#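 Human tau K18 […] P301L fragment, 15 uM unlabeled plus 0.24 uM Alexa 594-labeled tau (final), with compound and 20 uM heparin in 100 mM sodium acetate pH 7; 6 hr at 37 C, then Alexa 594 FP read.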
# CBFb-RUNX1 inh: inhibitors of human CBF-beta and RUNX1 interaction; AID 1477; Q01196+Q13951; AlphaScreen CBFb-His/RUNX1-biotin binding, biochemical; Potency, µM (doses to about 59.8 µM), for the others: at the highest dose activity, negative = inhibition, actives largely listed as inhibitors; 230,000 tested, under 10 active; further: % of control where 0% means no effect
#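 Interaction loss through any mechanism counts as activity. Pre-formed complex of His-CBF-beta and biotin-RUNX1 (30 nM apiece) is incubated with compound 15 min, then with 50 ng nickel and 50 ng streptavidin beads for 90 min before AlphaScreen detection.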
# Epigenetic derep: derepresses silenced GFP reporter in murine cells; murine LDR cells, GFP reporter derepression, 30 h; Potency, µM (highest dose often 53.9 µM), for the others: top-dose GFP activation, hits mostly activators; 280,000 tested, 0.2% active; further: potency means the concentration at half of the fitted maximal effect; % of control where 0% means no effect; nearly all actives have a fitted effect of over 60% in size
#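 Murine LDR cells carrying a silenced, genomically integrated CMV-driven GFP reporter were exposed to compound for 30 hours at 37 C. After PBS washes, GFP-positive cells (20–120 um objects) were counted by laser-scanning microplate cytometry.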
# GLA spleen mod: alpha-galactosidase A (human) modulation; P06280; human spleen homogenate, 4MU-alpha-Gal fluorescence, 40 min; Potency, µM (series often up to 80 µM), for the others: at the top dose activity change, negative = inhibition, usual class: inhibitors; 240,000 tested, 0.008% active;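 further: potency means the concentration at half of the fitted maximal effect; 0% = enzyme with vehicle and -100% = no enzyme basal signal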
# Target sequence (P06280 32-429 limits assumed): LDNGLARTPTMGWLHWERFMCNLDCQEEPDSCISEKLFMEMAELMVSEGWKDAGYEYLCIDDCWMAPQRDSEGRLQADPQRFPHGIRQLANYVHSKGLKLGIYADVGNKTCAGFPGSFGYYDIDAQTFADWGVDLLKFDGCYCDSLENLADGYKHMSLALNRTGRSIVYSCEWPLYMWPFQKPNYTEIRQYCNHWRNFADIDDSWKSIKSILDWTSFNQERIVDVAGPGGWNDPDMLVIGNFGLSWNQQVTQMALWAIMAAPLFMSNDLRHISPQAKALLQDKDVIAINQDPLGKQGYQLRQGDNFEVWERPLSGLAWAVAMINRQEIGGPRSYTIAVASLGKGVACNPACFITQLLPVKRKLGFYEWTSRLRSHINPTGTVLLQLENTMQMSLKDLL
#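 Fluorogenic readout (Ex 365/Em 440 nm) of 4-methylumbelliferone released from 1 mM 4-MU-alpha-galactoside by spleen homogenate, 40 min at 37C, pH 5.0. Data normalized to no-enzyme and enzyme controls; Hill-equation AC50 from compound titrations.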
# TRb-SRC2 inh: inhibitors of human thyroid hormone receptor beta-SRC2 interaction; P10828; TRbeta-SRC2 peptide binding, fluorescence polarization; receptor liganded with 1 µM T3; Potency, µM (series often up to 106 µM), for the others: top-dose activity change, negative = inhibition, hits mostly inhibitors; 280,000 tested, 0.065% active; AID 1469;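 further: potency means the concentration at half of the fitted maximal effect; plate controls were bound peptide for no effect and peptide without receptor for full effect; nearly all actives have a fitted effect of over 50% in size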
# Target sequence (P10828 whole entry, looked up): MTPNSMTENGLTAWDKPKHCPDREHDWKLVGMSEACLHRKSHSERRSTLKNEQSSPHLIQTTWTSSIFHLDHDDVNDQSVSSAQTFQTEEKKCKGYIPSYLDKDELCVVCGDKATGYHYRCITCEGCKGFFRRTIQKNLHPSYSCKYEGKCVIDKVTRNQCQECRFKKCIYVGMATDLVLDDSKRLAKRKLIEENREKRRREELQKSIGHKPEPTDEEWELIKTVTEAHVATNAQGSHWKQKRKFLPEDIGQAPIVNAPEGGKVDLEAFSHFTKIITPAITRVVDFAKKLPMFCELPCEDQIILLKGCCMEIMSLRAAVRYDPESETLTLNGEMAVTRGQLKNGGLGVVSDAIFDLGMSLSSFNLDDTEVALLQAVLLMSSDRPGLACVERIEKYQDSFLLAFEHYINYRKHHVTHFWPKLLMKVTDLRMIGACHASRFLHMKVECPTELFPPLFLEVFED
#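 Each compound concentration gave % activity, normalized to unbound and bound Texas Red SRC2 controls, from polarization read after 5 hr ambient incubation with T3-loaded human TRb LBD.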
# Tau fluor cs: counter-screen for tau fibril formation inhibitors; tau K18 P301L Alexa594 fluorescence, heparin fibrillization; Potency, µM (highest dose often 57.7 µM), for the others: top-dose activity change, negative = decrease; 280,000 tested, 0.93% active; AID 1463; further: potency means the concentration at half of the fitted maximal effect; on the % scale 0 is the no-effect control and ±100 the full control effect; nearly all actives have a fitted effect of over 55% in size
#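 Human tau K18 P301L (15 uM unlabeled, 0.24 uM Alexa 594-labeled) in 100 mM sodium acetate pH 7 with 20 uM heparin, 6 hr at 37 C. ThT 30 uM added, 1 hr ambient; Alexa 594 FP and total fluorescence read at 555/632 nm.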
# TexasRed fluor: alters Texas Red total fluorescence, flagging assay interference | 280,000 tested, 0.29% active | AID 1479 | TRb/SRC2 Texas Red total fluorescence interference | Potency, µM (highest dose often 106 µM), for the others: at the highest dose fluorescence change, negative = quenching; active means well fitted curve in either direction with a large enough effect; inconclusive means small, poorly fitted or top-dose-only effect; further: potency means the concentration at half of the fitted maximal effect; on the % scale 0 is the no-effect control and ±100 the full control effect
#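 Human TRβ ligand-binding domain (0.6 uM) and Texas Red SRC2 peptide (20 nM) in Tris buffer with 1 uM T3 and 5% DMSO were incubated with pinned compound for 5 hr at ambient temperature. Total fluorescence was computed as S + 2P (555/632 nm).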
# NPSR antagonist: blocks cAMP signaling of the human neuropeptide S receptor; CHO-NPSR cells, cAMP TR-FRET, antagonist mode; Potency, µM (doses to about 38.3 µM), for inactives: top-dose activity change, negative = inhibition, actives largely listed as inhibitors; 220,000 tested, 1% active; further: potency means the concentration at half of the fitted maximal effect; on the % scale 0 is the no-effect control and ±100 the full control effect; nearly all actives have a fitted effect of over 50% in size; many of its hits are not listed in these tables
# An asterisk follows results filed as active; ? = inconclusive; . = no result given; & = joins results of further samples; [ ] = remark or other dose. Unless noted, the call rests on the fitted dose curve; in most records, active means well fitted curve in the direction sought with a large enough effect; inconclusive means small, poorly fitted or top-dose-only effect, or another doubt; inactive means no such curve, though single readings can be large; an effect the other way counts as inactive or inconclusive. An excerpt; the hit share may differ from the screen's.
1: CCOc1ccc(OCC)c(NC(=O)c2cc(-c3cccs3)nc3ccccc23)c1
2: CC1CCCCN1CCNC(=O)C1CC(=O)N(c2ccc(F)c(Cl)c2)C1 (stereo not given)
3: O=C(NCC(c1cccnc1)N1CCOCC1)C(=O)Nc1ccc(F)cc1 (stereo not given)
4: CC(=O)c1ccc(NC(=O)Nc2ncn(Cc3cccc(C)c3)n2)cc1
5: CCOc1ccc(-c2nnc(-c3cccnc3)o2)cc1OCC
6: COc1ccc(-c2cn(-c3ccc(C)cc3C)c(=O)[nH]2)cc1OC
7: CCc1ccccc1NC(=O)COc1ccc2c(c1)OCO2
8: COCCNC(=O)Nc1ccc2nc(-c3ccco3)c(-c3ccco3)nc2c1
9: COc1ccc(-c2nnc(NC(=O)c3cc(C)on3)s2)cc1
10: CCCCNS(=O)(=O)c1ccc2nc(NC(=O)c3cccnc3)sc2c1
entry no.,1,2,3,4,5,6,7,8,9,10
Tau FP inhib,-13%,4%,6%,-4%,-1%,-9%,-11%,?,-1%,-8%
CBFb-RUNX1 inh,.,7%,.,-5%,4%,6%,4%,.,2%,.
Epigenetic derep,3.5%,0.9%,0.0%,-2.0%,0.8%,-0.5%,-0.6%,1.1%,-4.6%,-2.2%
GLA spleen mod,.,3%,.,3%,6%,11%,6%,-17%,-4%,.
TRb-SRC2 inh,-3%,-1%,-8%,-9%,-2%,10%,-3%,10%,4%,1%
Tau fluor cs,-18%,11%,-10%,-2%,3%,-10%,-14%,8.9µM*[quencher],-8%,-3%
TexasRed fluor,-1%,-5%,?,-2%,-1%,1%,-2%,28µM*[quencher],-3%,-1%
NPSR antagonist,.,17%[46.1 µM],.,-19%[46.1 µM],?,4%,-1%,-24%,-23%[46.1 µM],.

11: CCOC(=O)c1c(-c2ccc(C)s2)csc1NC(=O)c1cccs1
12: Cc1ccc(CNC(=O)C2CCN(S(=O)(=O)N3CCCCC3)CC2)cc1
13: CC(C)=CCN1CCN(Cc2cccc3c2OCO3)CC1CCO (stereo not given)
14: C/C(N)=C(/C#N)C(=O)COC(=O)c1cc2c(s1)CCCC2
15: Cc1ccc(NC(=O)c2oc3ccc(S(=O)(=O)N4CCC5(CC4)OCCO5)cc3c2C)cc1Cl
16: Cc1csc(SCC(=O)N2CCCC2)n1
17: CCC(C)(C)NC(=O)C(c1ccncc1)N(C(=O)Cn1nnc2ccccc21)c1cc2c(cc1C(C)=O)OCO2 (stereo not given)
18: Cc1cc(Nc2ccc(Br)cc2)n2nc(-c3ccccc3C)nc2n1
19: O=C(CNC(=S)N(CCCN1CCOCC1)Cc1cccs1)N1CCCC1
20: O=C(O/N=C1\CCS(=O)(=O)c2sccc21)C1CC1
entry no.,11,12,13,14,15,16,17,18,19,20
Tau FP inhib,-15%,-4%&-1%,-12%,-18%,-10%,9%,4%,-2%,-3%,4%
CBFb-RUNX1 inh,1%,0%,-2%,8%,.,6%,3%,.,2%,0%
Epigenetic derep,-0.1%,0.7%&0.6%,-2.7%,-0.9%,1.2%,-3.6%,0.0%,0.7%,-0.2%,-1.9%[10.1 µM]
GLA spleen mod,12%,-3%,3%,-9%,.,-3%,4%,.,-5%,5%
TRb-SRC2 inh,-1%,-2%&-11%,-5%,10%,-6%,-1%,0%,-11%,0%,-4%
Tau fluor cs,-10%,-8%&-7%,-10%,-17%,-27%,-1%,9%,-27%,6%,4%
TexasRed fluor,-4%,1%&-1%,0%,-2%,-3%,0%,2%,7%,0%,-2%
NPSR antagonist,?,7%,-7%,-20%,.,-3%[46.1 µM],-15%,.,2%,11%

# Compounds from the list above that have a halogen (four):
2: CC1CCCCN1CCNC(=O)C1CC(=O)N(c2ccc(F)c(Cl)c2)C1 (stereo not given)
3: O=C(NCC(c1cccnc1)N1CCOCC1)C(=O)Nc1ccc(F)cc1 (stereo not given)
15: Cc1ccc(NC(=O)c2oc3ccc(S(=O)(=O)N4CCC5(CC4)OCCO5)cc3c2C)cc1Cl
18: Cc1cc(Nc2ccc(Br)cc2)n2nc(-c3ccccc3C)nc2n1
entry no.,2,3,15,18
Tau FP inhib,4%,6%,-10%,-2%
CBFb-RUNX1 inh,7%,.,.,.
Epigenetic derep,0.9%,0.0%,1.2%,0.7%
GLA spleen mod,3%,.,.,.
TRb-SRC2 inh,-1%,-8%,-6%,-11%
Tau fluor cs,11%,-10%,-27%,-27%
TexasRed fluor,-5%,?,-3%,7%
NPSR antagonist,17%[46.1 µM],.,.,.

# Look-ups from the entries so far.
# TRb-SRC2 inh with entry 12 reads -2%&-11%
# Tau FP inhib with entry 19 reads -3%

# Remaining list, next part:
21: Cn1cnnc1SCC(=O)c1ccc2c(c1)CCCC2
22: O=C(NCc1ccccc1)c1ccc(-c2ccccc2F)o1
23: CCOc1cc(CNc2ccc3cn[nH]c3c2)ccc1OC
24: CCC(=O)NNc1nc2c(C)c(C)ccc2s1
25: Nc1c2c(=O)oc(-c3ccccc3)cc2nn1-c1ccccc1
26: Fc1ccc(N2N=C(c3cccs3)CC2c2ccco2)c(F)c1 (stereo not given)
27: COCCNC(=O)Cn1cnc2ccc(S(=O)(=O)N3CCC(C)CC3)cc2c1=O
28: Clc1ccc(OCCn2ccnc2)c2ccccc12
29: Cc1cccc(Cc2c(C)nc3nc(SCC(=O)NCc4ccco4)nn3c2C)c1
30: CN1CCN(C(=O)CN(CCc2ccccc2)S(C)(=O)=O)CC1
entry no.,21,22,23,24,25,26,27,28,29,30
Tau FP inhib,-4%,4%,4%,1%,11%,17%,3%,-8%,-5%,-5%
CBFb-RUNX1 inh,4%,8%,-7%,10%,-2%,?,-2%,-8%,-1%,-4%
Epigenetic derep,-4.3%,-1.1%,-2.6%,0.5%,0.0%,0.8%,-2.2%,0.2%,-1.9%,-4.1%
GLA spleen mod,-1%,0%,3%,-1%,-2%,?,14%,-1%,8%,5%
TRb-SRC2 inh,5%,-3%,3%,-4%,-3%,-6%,7%,3%,-2%,-2%
Tau fluor cs,-8%,-10%,?,-2%,-16%,?,4%,-19%,-4%,-6%
TexasRed fluor,-4%,0%,-3%,-3%,-3%,-1%,-1%,0%,0%,0%
NPSR antagonist,11%[46.1 µM],-15%[46.1 µM],1%[46.1 µM],12%,-21%[46.1 µM],?,1%[46.1 µM],3%[46.1 µM],-29%[46.1 µM],?

31: c1ccc(-c2ccccn2)nc1
32: Cc1ccc(Nc2c(-c3cccnc3)nc3ccc(C)cn23)cc1
33: CCn1c(=O)cc(OCC(=O)Nc2nc(C)cs2)c2ccccc21
34: O=C(CCN1C(=O)/C(=C/c2cccc(Br)c2)SC1=S)NNC(=O)c1cccnc1
35: O=C(NCCCNC(=O)c1cncc(O)c1)c1cncc(O)c1
36: CCc1cc(C(=O)Nc2c(C)nn(Cc3ccccc3Cl)c2C)no1
37: CCN(CC)c1ccc(/C=N/n2c(=S)[nH]nc(C)c2=O)cc1
38: O=C(CN1CCOCC1)NN1CC(=O)N(c2ccc(Cl)cc2)CC1=O
39: O=S(=O)(Cc1cc(Sc2ccccc2)nc(-c2ccccc2)n1)c1ccccc1
40: O=C1OCCC1Sc1nc2ccccc2c(=O)n1Cc1ccccc1 (stereo not given)
entry no.,31,32,33,34,35,36,37,38,39,40
Tau FP inhib,-5%&-5%,14%,-6%,-5%,-3%,1%,-3%,3%,?,5%
CBFb-RUNX1 inh,6%&-2%,.,7%,4%,0%,.,-2%,1%,20%,4%
Epigenetic derep,1.7%&0.0%,1.9%,0.0%,-1.1%,-1.2%,-0.9%,-1.8%,-0.7%,3.1%,0.1%
GLA spleen mod,3%&-3%,.,13%,-1%,6%,.,3%,1%,3%,-3%
TRb-SRC2 inh,2%&6%,6%,3%,0%,-1%,7%,3%,-3%,-16%,5%
Tau fluor cs,-4%&-7%,-25%,0%,-16%,1%,-10%,-21%,2%,-29%,-10%
TexasRed fluor,-2%&4%,-1%,2%,1%,2%,-3%,-2%,0%,-2%,-4%
NPSR antagonist,16%,.,?,9%[46.1 µM],30%,.,-14%[46.1 µM],-14%,-23%[46.1 µM],0%

41: CCC(C)(C)NC(=O)C(c1cccn1C)N(C(=O)Cn1nnc2ccccc21)c1ccc(OC)cc1OC (stereo not given)
42: COc1ccc(CNc2nc(-c3cccnc3)nn2C(=O)C(C)C)cc1
43: CN(C)C(=O)C(=O)c1cccn1-c1ccccc1C#N
44: CN(C)c1ccc(CNn2cnnc2SCC(=O)NC(C)(C)C)cc1
45: CCOC(=O)C1CCN(c2c(NCc3ccc(C(=O)NC4CCCC4)cc3)c(=O)c2=O)CC1
46: O=C(CN1CCOCC1)N/N=C/c1ccccc1
47: COc1ccc(OCC(=O)NNC(=O)c2cc3ccccc3o2)cc1
48: CCc1nnc(NS(=O)(=O)c2ccc(NS(=O)(=O)c3ccc(NC(C)=O)cc3)cc2)s1
49: CC(C)CC(NC(=O)C(COCc1ccccc1)NC(=O)OC(C)(C)C)C(=O)NN (stereo not given)
50: CCCOc1ccc(C2=NC(c3ccncc3)=Nc3ccc(C)cc3N2)cc1
entry no.,41,42,43,44,45,46,47,48,49,50
Tau FP inhib,3%,9%,-8%,2%,-12%,-10%,1%,0%,9%,?
CBFb-RUNX1 inh,4%,-11%,3%,-3%,-2%,-2%,2%,-1%,3%,.
Epigenetic derep,-5.1%,2.6%,-0.8%,-1.4%,0.7%,1.1%,-0.8%,-2.6%,-1.1%,9.5%
GLA spleen mod,-5%,7%,7%,4%,-13%,-4%,4%,-7%,0%,.
TRb-SRC2 inh,0%,-4%,-3%,4%[53 µM],10%,-2%,-3%,2%,-6%,-11%
Tau fluor cs,-6%,-1%,-8%,-5%,-7%,-6%,12%,-3%,1%,?
TexasRed fluor,-2%,0%,-1%,0%[53 µM],-4%,-3%,2%,-2%,0%,-1%
NPSR antagonist,-20%[46.1 µM],-1%,5%[46.1 µM],4%,6%[46.1 µM],8%,3%,-2%[46.1 µM],3%,.
